Bioassay records from PubChem.
APE1 inh: inhibitors of human APE1 endonuclease; recombinant APE1, TAMRA/BHQ-2 abasic DNA cleavage fluorescence; Potency, µM (highest dose often 65.8 µM), without a hit: at the highest dose activity change, negative = inhibition, hits mostly inhibitors; hit rate 0.35% among 350,000; P27695; active = well fitted inhibition curve with a large enough effect; inconclusive = small, poorly fitted or top-dose-only effect; inactive = no such curve, though single readings can be large or run the other way;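 also: plate controls were vehicle for no effect and reference inhibitor for full effect; nearly all actives have a fitted effect of over 55% in size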
Target sequence (P27695 whole entry, looked up): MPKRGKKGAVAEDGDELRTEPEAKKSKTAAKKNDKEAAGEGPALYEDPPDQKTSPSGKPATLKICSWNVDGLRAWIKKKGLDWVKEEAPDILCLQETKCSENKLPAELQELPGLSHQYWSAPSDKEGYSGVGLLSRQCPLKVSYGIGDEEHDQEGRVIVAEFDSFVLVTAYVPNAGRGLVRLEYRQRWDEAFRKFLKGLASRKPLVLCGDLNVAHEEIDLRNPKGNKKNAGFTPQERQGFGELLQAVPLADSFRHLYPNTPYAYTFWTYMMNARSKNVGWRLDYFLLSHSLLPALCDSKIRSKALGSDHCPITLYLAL
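Compound pre-exposure to 0.75 nM APE1, 15 min at ambient temperature. Reaction initiated with 50 nM TAMRA/BHQ-2 THF substrate, read immediately in kinetic mode, 525 nm excitation, 598 nm emission.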
The depositor's hits bear a star; ? = inconclusive; & = joins results of further samples; [ ] = dose if it differs, or a comment. Potency is read from the fitted curve at half-maximal effect.

APE1 inh | structure
2% | C[C@H]1O[C@H](O[C@H]2[C@H](O)[C@@H](O)[C@@H](O[C@H]3[C@H](O)[C@@H](O)[C@H](O)O[C@@H]3CO)O[C@@H]2CO)[C@H](O)[C@@H](O)[C@@H]1N[C@H]1C=C(CO)[C@@H](O)[C@H](O)[C@H]1O
13% | CO[Si](CCCNCCC[Si](OC)(OC)OC)(OC)OC
14% | COc1ccc([N+](=O)[O-])cc1N
-3% | CC1=C2[C@@H]([C@H](C)CC[C@H]2/C=C(\C)C(=O)O)[C@H](O)C1
0% | O=C=Nc1ccc(Cl)c(Cl)c1
2% | C[C@]12C=CC(=O)C=C1[C@@H](F)C[C@@H]1[C@@H]2[C@@H](O)C[C@@]2(C)[C@H]1CC[C@]2(O)C(=O)CO
? | Nc1ccc(N)c(Cl)c1
-1% | O=[N+]([O-])c1cccc(Cl)c1
41% | CC(=O)NC(c1cc(Cl)c2ccccc2c1O)C1CC1 (stereo unspecified)
-1% | Clc1nc2ccccc2nc1Cl
11% | N#Cc1no[n+]([O-])c1-c1ccccc1
4% | N[C@H](C(=O)O)[C@@H]1CC(Cl)=NO1
0% | Cc1ccc([N+](=O)[O-])c(N)c1
-3%&-1% | Cc1ccccc1C
17% | Cc1ccc(CN(C)c2ccc(N3CCN(C)CC3)cc2)cc1

Reprinted at random: four records from the list.
APE1 inh | structure
4% | N[C@H](C(=O)O)[C@@H]1CC(Cl)=NO1
2% | C[C@H]1O[C@H](O[C@H]2[C@H](O)[C@@H](O)[C@@H](O[C@H]3[C@H](O)[C@@H](O)[C@H](O)O[C@@H]3CO)O[C@@H]2CO)[C@H](O)[C@@H](O)[C@@H]1N[C@H]1C=C(CO)[C@@H](O)[C@H](O)[C@H]1O
41% | CC(=O)NC(c1cc(Cl)c2ccccc2c1O)C1CC1 (stereo unspecified)
17% | Cc1ccc(CN(C)c2ccc(N3CCN(C)CC3)cc2)cc1

Other results
APE1 inh | structure
11% | CC(C)(C)C(=O)OCC(=O)[C@H]1CC[C@H]2[C@@H]3CCC4=CC(=O)CC[C@]4(C)[C@H]3CC[C@]12C
3% | Cc1cccc([N+](=O)[O-])c1C
-5% | CC[C@@H](C)[C@@H](N)C1=N[C@H](C(=O)N[C@@H](CC(C)C)C(=O)N[C@@H](CCC(=O)O)C(=O)N[C@@H](C(=O)N[C@@H]2CCCCNC(=O)[C@@H](CC(N)=O)NC(=O)[C@@H](CC(=O)O)NC(=O)[C@@H](Cc3cnc[nH]3)NC(=O)[C@@H](Cc3ccccc3)NC(=O)[C@@H]([C@H](C)CC)NC(=O)[C@@H](CCCN)NC2=O)[C@@H](C)CC)CS1
2%[21 µM] | O=C1OC(CN2CCOCC2)CN1/N=C/c1ccc([N+](=O)[O-])o1 (stereo unspecified)
-4% | CCCOCC(C)OCC(C)O (stereo unspecified)
1% | O=C[C@H](O)[C@@H](O)[C@@H](O)[C@H](O)CO
-39% | N#Cc1ccc(Nc2nn3c(=O)c4ccccc4nc3s2)cc1
3% | CC1(C)CC(N=C=O)CC(C)(CN=C=O)C1 (stereo unspecified)
2% | BrC/C=C/CBr
-2% | CCC(C)(C)OC
1% | OC(CCl)CCl
0% | Cc1cccc2ccccc12
-14% | Cc1ccc2c(c1)-n1c(nc3ccccc3c1=O)C(Cc1ccccc1)NC2=O (stereo unspecified)
-3% | Clc1cc(Cl)cc(Cl)c1
-4% | CCCCC(C=O)CC (stereo unspecified)
-9% | Cc1ccc2c(c1)-n1c(nc3ccc(C)cc3c1=O)C(Cc1ccccc1)NC2=O (stereo unspecified)
1% | Oc1ccc2c(c1)OCO2
33% | CCOC(=O)[C@H]1[C@H]2COc3cc(OC)ccc3[C@@H]2N2C(=O)[C@@H](CO)NC(=O)[C@@]12C
36% | COc1ccc2nc3n(c(=O)c2c1)-c1cc(C)ccc1C(=O)NC3Cc1ccc(O)cc1 (stereo unspecified)
? | NC(=O)C1CCN(c2nc(-c3cccc(Br)c3)cs2)CC1
10% | CN(C)CCc1c[nH]c2ccc(C[C@H]3COC(=O)N3)cc12
3% | C=Cc1ccccc1C=C
3% | CCOCCO
0% | C=CCCCC
2% | CCC(Cl)CC(Cl)C(Cl)C(Cl)C(Cl)C(C)Cl (stereo unspecified)
-6% | O=C1NC(Cc2ccc(O)cc2)c2nc3ccccc3c(=O)n2-c2cc(Cl)ccc21 (stereo unspecified)
7% | N#Cc1c(-c2ccc([N+](=O)[O-])cc2)no[n+]1[O-]
11% | Cc1ccc2nc3n(c(=O)c2c1)-c1ccccc1C(=O)NC3Cc1ccc(O)cc1 (stereo unspecified)
-10% | N#Cc1cccc(-c2csc(N3CCC(C(N)=O)CC3)n2)c1
-3% | Cc1cccc(C)c1-n1c(SCC(=O)Nc2ccc(F)cc2)nnc1-c1cccc([S+](=O)([O-])N2CCCC2)c1
8% | C=C1/C=C(\C)[C@](C)(O)C[C@H](O)CC(=O)[C@H](O)[C@@H](O)[C@H](C)C[C@H](C)OC(=O)/C(C)=C/CC/C=C/[C@@H]2O[C@H]2C[C@H](C)C1
2%[21 µM] | CC(=O)N(CC(O)CN(C(C)=O)c1c(I)c(C(=O)NCC(O)CO)c(I)c(C(=O)NCC(O)CO)c1I)c1c(I)c(C(=O)NCC(O)CO)c(I)c(C(=O)NCC(O)CO)c1I (stereo unspecified)
0% | c1ccc(SCCSc2ccccc2)cc1
7% | Cc1ccc2c(c1)-n1c(nc3ccc(Cl)cc3c1=O)C(CC(C)C)NC2=O (stereo unspecified)
1% | Cc1cccc(Br)c1
-1% | Cc1ccc2c(c1)-n1c(nc3ccc(C)cc3c1=O)C(Cc1ccc(O)cc1)NC2=O (stereo unspecified)
1% | C/C=C(/C)C#N
9%[21 µM] | CC[C@H](C)CCCCC(=O)N[C@@H](CCN)C(=O)N[C@H](C(=O)N[C@@H](CCN)C(=O)N[C@H]1CCNC(=O)[C@@H]([C@H](C)O)NC(=O)[C@H](CCN)NC(=O)[C@H](CCN)NC(=O)[C@H](CC(C)C)NC(=O)[C@@H](CC(C)C)NC(=O)[C@H](CCN)NC1=O)[C@@H](C)O
-3%[21 µM] | NC(=O)c1cc[n+](CC2=C(C(=O)[O-])N3C(=O)[C@@H](NC(=O)Cc4cccs4)[C@H]3SC2)cc1
0% | CCNS(=O)(=O)c1ccc(C)cc1
-3% | CC(C)CC1NC(=O)c2ccc(Cl)cc2-n2c1nc1ccc(F)cc1c2=O (stereo unspecified)
20% | O=C1NC(Cc2ccc(O)cc2)c2nc3cc(F)ccc3c(=O)n2-c2cc(Cl)ccc21 (stereo unspecified)
-1% | CC1=C(/C=C/C(C)=C/C=C/C(C)=C/C=O)C(C)(C)CCC1
2%[21 µM] | CO[C@H]1C[C@H](O[C@H]2[C@H](C)[C@@H](O[C@@H]3O[C@H](C)C[C@H](N(C)C)[C@H]3OC(C)=O)[C@@H](C)C[C@]3(CO3)C(=O)[C@H](C)[C@@H](OC(C)=O)[C@@H](C)[C@@H](C)OC(=O)[C@@H]2C)O[C@@H](C)[C@@H]1OC(C)=O
3% | Cc1cccc(C)c1
-1% | CCCCCCCN
-6% | CC(C)CC1NC(=O)c2ccccc2-n2c1nc1ccc(Cl)cc1c2=O (stereo unspecified)
-4% | CCC(=O)Oc1ccc2c(c1)CC[C@@H]1[C@@H]2CC[C@]2(C)[C@@H](OC(=O)CC)CC[C@@H]12
4% | CCCCCCCCN
3% | COc1cccc(N)c1
8% | O=C(O)c1ccc(Cl)cc1Cl
-1% | O=C(O)c1ccccc1[N+](=O)[O-]
26% | C=Cc1ccccc1Cl
4% | CCCOCC(C)O (stereo unspecified)
3% | Fc1ccccc1
-4% | COc1c(C)c2c(c(O)c1C/C=C(\C)CCC(=O)OCCN1CCOCC1)C(=O)OC2
-1% | CC(=O)CC(C)C
3% | C1CCCNCC1
-3% | O=C(O)c1cc(N=Nc2ccc([N+](=O)[O-])cc2)ccc1O
-1%[21 µM] | NC(=O)c1ccc[n+]([C@@H]2O[C@H](COP(=O)([O-])OP(=O)(O)OC[C@H]3O[C@@H](n4cnc5c(N)ncnc54)[C@H](O)[C@@H]3O)[C@@H](O)[C@H]2O)c1

For convenience, 25 of the compounds above:
APE1 inh | structure
-1% | Cc1ccc2c(c1)-n1c(nc3ccc(C)cc3c1=O)C(Cc1ccc(O)cc1)NC2=O (stereo unspecified)
1% | C/C=C(/C)C#N
9%[21 µM] | CC[C@H](C)CCCCC(=O)N[C@@H](CCN)C(=O)N[C@H](C(=O)N[C@@H](CCN)C(=O)N[C@H]1CCNC(=O)[C@@H]([C@H](C)O)NC(=O)[C@H](CCN)NC(=O)[C@H](CCN)NC(=O)[C@H](CC(C)C)NC(=O)[C@@H](CC(C)C)NC(=O)[C@H](CCN)NC1=O)[C@@H](C)O
-3%[21 µM] | NC(=O)c1cc[n+](CC2=C(C(=O)[O-])N3C(=O)[C@@H](NC(=O)Cc4cccs4)[C@H]3SC2)cc1
0% | CCNS(=O)(=O)c1ccc(C)cc1
-3% | CC(C)CC1NC(=O)c2ccc(Cl)cc2-n2c1nc1ccc(F)cc1c2=O (stereo unspecified)
20% | O=C1NC(Cc2ccc(O)cc2)c2nc3cc(F)ccc3c(=O)n2-c2cc(Cl)ccc21 (stereo unspecified)
-1% | CC1=C(/C=C/C(C)=C/C=C/C(C)=C/C=O)C(C)(C)CCC1
2%[21 µM] | CO[C@H]1C[C@H](O[C@H]2[C@H](C)[C@@H](O[C@@H]3O[C@H](C)C[C@H](N(C)C)[C@H]3OC(C)=O)[C@@H](C)C[C@]3(CO3)C(=O)[C@H](C)[C@@H](OC(C)=O)[C@@H](C)[C@@H](C)OC(=O)[C@@H]2C)O[C@@H](C)[C@@H]1OC(C)=O
3% | Cc1cccc(C)c1
-1% | CCCCCCCN
-6% | CC(C)CC1NC(=O)c2ccccc2-n2c1nc1ccc(Cl)cc1c2=O (stereo unspecified)
-4% | CCC(=O)Oc1ccc2c(c1)CC[C@@H]1[C@@H]2CC[C@]2(C)[C@@H](OC(=O)CC)CC[C@@H]12
4% | CCCCCCCCN
3% | COc1cccc(N)c1
8% | O=C(O)c1ccc(Cl)cc1Cl
-1% | O=C(O)c1ccccc1[N+](=O)[O-]
26% | C=Cc1ccccc1Cl
4% | CCCOCC(C)O (stereo unspecified)
3% | Fc1ccccc1
-4% | COc1c(C)c2c(c(O)c1C/C=C(\C)CCC(=O)OCCN1CCOCC1)C(=O)OC2
-1% | CC(=O)CC(C)C
3% | C1CCCNCC1
-3% | O=C(O)c1cc(N=Nc2ccc([N+](=O)[O-])cc2)ccc1O
-1%[21 µM] | NC(=O)c1ccc[n+]([C@@H]2O[C@H](COP(=O)([O-])OP(=O)(O)OC[C@H]3O[C@@H](n4cnc5c(N)ncnc54)[C@H](O)[C@@H]3O)[C@@H](O)[C@H]2O)c1

More compounds follow:
APE1 inh | structure
21% | O=C(COC(=O)c1cncc(Br)c1)NC12CC3CC(CC(C3)C1)C2
3% | NC(=S)NNC(N)=S
3% | COc1cc(/C=C/c2ccccc2)oc(=O)c1
1% | COc1ccc(N)c(OC)c1
2% | N#CC1(O)CCCCC1
2% | NC(=O)c1cccc(-c2noc(-c3ccccc3C(F)(F)F)n2)c1
0% | N#Cc1c(-c2ccc(Br)cc2)no[n+]1[O-]
12% | O=C(NCc1cc(C(F)(F)F)ccc1Cl)c1cccc2c1C(=O)c1ccc(Cl)cc1S2(=O)=O
33% | c1csc(CNc2ccc(N3CCOCC3)cc2)c1
-9% | C#CCOc1ccc(-c2no[n+]([O-])c2C#N)cc1
7% | CCCCCCC=O
13µM* | O=C(O)CN(CC(=O)O)CC1=CC2C(=CC1=O)Oc1cc(O)c(CN(CC(=O)O)CC(=O)O)cc1C21OC(=O)c2ccccc21 (stereo unspecified)
-28% | C=C1C=C(C(F)F)n2ncc(C(=O)NCc3ccccc3C(F)(F)F)c2N1
61%[activator] | O=C(O)c1ccc(CSc2nnc(-c3cccc(S(=O)(=O)NC4CCCC4)c3)n2-c2ccc(F)cc2)cc1
0.4µM* | O=C(O)c1cc(O)c2c(c1)[C@H]([C@H]1c3cc(C(=O)O)cc(O)c3C(=O)c3c(O[C@@H]4O[C@H](CO)[C@@H](O)[C@H](O)[C@H]4O)cccc31)c1cccc(O[C@@H]3O[C@H](CO)[C@@H](O)[C@H](O)[C@H]3O)c1C2=O
-1% | CC(N)CN (stereo unspecified)

An excerpt. The share of hits here may be higher or lower than overall.
